RTF Ca sens act: increases calcium sensitivity of human cardiac regulated thin filaments; activation, % at 7.2 µM; AID 493008; IANBD-labeled TnC RTF fluorescence at EC20 calcium; 0% EC20 calcium, 100% full calcium; P19429+P45379; 340,000 tested, 0.24% active;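 active means activation above the mean over all tested compounds plus 3 SD, cut at about 30% in these data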;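 further: rise in fluorescence read as greater calcium sensitivity of cardiac thin filaments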
RTF Ca sens inh: cardiac RTF calcium desensitization | 340,000 tested, 0.12% active | P19429+P45379 | inhibition, % at 7.15 µM | IANBD-labeled cardiac RTF, Ca2+ fluorescence;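 active means inhibition above the mean inhibition of all tested compounds plus 3 SD, cut at about 17% in these data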;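 further: assay run at fixed EC70 calcium of 1.6 mM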
LANA DNA inh: inhibitors of KSHV LANA C-terminal domain DNA binding; MBP-C-LANA/FAM-LBS DNA binding, fluorescence polarization; inhibition, % at 9 µM; 340,000 tested, 0.078% active; AID 504423;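 active means highest replicate inhibition at or above 60% at 9 µM, even if other replicates fall short; inactive means all replicates below 60% inhibition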;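 further: 0% = neutral control wells and 100% = 4 µM acridine orange control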
Wnt bcat act: activates Wnt/beta-catenin signaling in a reporter cell assay. activator, plate reader. activation, % at 9.35 µM. 300,000 tested, 1.2% active. AID 743398; in the data active means activation above about 30%, passing the limit was not always enough;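 further: 0% = neutral control wells and 100% = positive control wells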
DSG3 Ab inh: blocks pemphigus antibody binding to human desmoglein-3. P32926. DSG3-coupled beads, scFv-anti-DSG3-GFP binding, flow cytometry; hits give low values. binding (percent of control), % at 10 µM. 310,000 tested, 0.48% active. AID 588358;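 active means binding more than 3 SD below its plate's average and above zero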;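 further: hits lower antibody fragment binding to DSG3; some compounds called inactive have numbers as strong as hits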
MOR-DOR ag: agonists of human mu-delta opioid receptor heterodimerization. cells, OPRM1-OPRD1 heterodimerization, luminescence. activation, % at 9.3 µM. 340,000 tested, 0.3% active. AID 504326; in the data active means activation above about 18%;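 further: 0% = vehicle-treated cells and 100% = reference agonist; values of inactives mirror those of a sister screen read the other way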
Target sequence (P35372 whole entry, looked up): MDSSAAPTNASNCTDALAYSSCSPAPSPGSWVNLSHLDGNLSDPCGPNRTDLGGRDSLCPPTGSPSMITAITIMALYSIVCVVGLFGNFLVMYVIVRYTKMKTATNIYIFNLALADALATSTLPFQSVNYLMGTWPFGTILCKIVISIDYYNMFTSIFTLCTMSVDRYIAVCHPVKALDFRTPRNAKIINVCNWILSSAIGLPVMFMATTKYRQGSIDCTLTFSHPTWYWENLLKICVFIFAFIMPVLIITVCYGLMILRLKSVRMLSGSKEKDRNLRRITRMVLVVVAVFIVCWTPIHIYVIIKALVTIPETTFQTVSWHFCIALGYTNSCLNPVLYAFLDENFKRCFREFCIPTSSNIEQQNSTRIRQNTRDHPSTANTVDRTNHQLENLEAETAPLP
Target sequence (P41143 whole entry, looked up): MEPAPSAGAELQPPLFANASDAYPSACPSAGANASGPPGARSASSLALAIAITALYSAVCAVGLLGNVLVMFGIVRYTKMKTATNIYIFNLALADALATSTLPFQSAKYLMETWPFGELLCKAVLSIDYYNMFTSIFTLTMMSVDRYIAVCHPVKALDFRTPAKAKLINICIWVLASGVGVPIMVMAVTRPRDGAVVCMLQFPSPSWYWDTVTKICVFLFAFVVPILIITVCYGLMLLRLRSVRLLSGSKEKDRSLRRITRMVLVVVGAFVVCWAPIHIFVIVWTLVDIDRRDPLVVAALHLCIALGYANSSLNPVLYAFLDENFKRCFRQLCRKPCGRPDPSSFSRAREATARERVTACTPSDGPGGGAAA
Arr AP2 block: human beta-arrestin and AP2 interaction inhibition; inhibition, % at 10 µM; AID 504490; FITC-arrestin peptide / GST-AP2 beads, flow cytometry; AP2 beta2 appendage carries R879A mutation; 340,000 tested, 0.31% active;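 active means inhibition above a set limit, near 3 SD of compounds lacking own fluorescence, cut at about 54% in these data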;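 further: plate controls were DMSO wells for no effect and 5 µM unlabelled arrestin peptide for full effect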
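system = GST-tagged AP2 beta2-adaptin appendage (R879A) on 4 µm glutathione beads | reagent = FITC-labelled arrestin peptide probe, 50 nM final | schedule = compound with beads 12 min RT, then probe 1 h RT | signal = HyperCyt-sampled flow cytometry, FL1 channel, ex 488/em 535 nm | read-out = percent response from loss of bead-bound FITC fluorescence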
V-ATPase pHluor: alters yeast V-ATPase proton transport; S. cerevisiae, pHLuorin cytosolic pH fluorescence; response, % at 10 µM; 350,000 tested, 0.37% active; AID 504577; in the data active means response mostly above about 7.3%, no sharp cut-off; inactive means mostly below about 5.4%; further: actives read high; inactives centre near 0; some compounds called inactive have numbers as strong as hits; reference of the scale not given here
MOR-DOR inv ag: inverse agonists of human mu-delta opioid receptor heterodimerization | P35372+P41143 | cell-based MOR-DOR heterodimer luminescence, inverse agonism | inhibition, % at 9.3 µM | 340,000 tested, 0.21% active; in the data active means inhibition above about 22%, passing the limit was not always enough;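 further: 0% = cells with DMSO and 100% = wells without cells with DMSO; values of inactives mirror those of a sister screen read the other way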
Keap1-Nrf2 PPI: inhibitors of human Keap1-Nrf2 protein-protein interaction; Q14145; Keap1 Kelch-Nrf2 peptide fluorescence polarization, 1536-well; inhibition, % at 9.4 µM; 340,000 tested, 0.15% active; AID 504523; in the data active means inhibition above about 12%;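 further: human Keap1 Kelch domain with fluorescein labeled Nrf2 9mer peptide probe; 0% = neutral control wells and 100% = peptide positive control; higher means more block of Keap1 binding to Nrf2 peptide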
The depositor's hits bear a star; / = not tested or not shown.

SMILES | RTF Ca sens act | RTF Ca sens inh | LANA DNA inh | Wnt bcat act | DSG3 Ab inh | MOR-DOR ag | Arr AP2 block | V-ATPase pHluor | MOR-DOR inv ag | Keap1-Nrf2 PPI
C=CCn1c(Cc2ccc(OC)cc2)nnc1SCc1nc2ccccc2c(=O)[nH]1 | 2.4 | 2.4 | 1.1 | -5.2 | 99.6 | -1.1 | 4.2 | -2.0 | 6.6 | 0.1
CCN(CC)c1ccc(NC(=O)c2ccc(=O)[nH]c2)cc1S(=O)(=O)Nc1ccccc1OC | 0.5 | -5.1 | 0.3 | -0.7 | 100.5 | -1.1 | -14.8 | 0.9 | 5.6 | -2.4
O=C(N/N=C/C=C/c1ccccc1)c1cc(C2CC2)[nH]n1 | 1.4 | -3.8 | 1.2 | 2.1 | 98.7 | -2.5 | -15.5 | 0.2 | 12.9 | 3.7
CSc1cccc(CNC(=O)C2CCC(=O)N(CCCN3CCCC3=O)C2)c1 (centres undefined) | 0.1 | 0.8 | -0.6 | 3.1 | 110.6 | 0.7 | 23.3 | -5.0 | -2.8 | 4.2
O=C(Cc1ccccc1)NCC(=O)OC(c1ccccc1)c1ccccc1 | -3.0 | 11.8 | -0.1 | -3.6 | 84.1 | -4.0 | 4.1 | 0.1 | 19.8 | -0.1
O=C(COc1ccc2c3c(c(=O)oc2c1)CCC3)Nc1ccccn1 | -5.1 | -12.5 | -0.8 | 12.6 | 122.8 | -1.8 | 38.9 | 2.8 | 9.2 | 2.3
O=c1[nH]c(=S)[nH]c2nc(-c3cccs3)cc(C(F)(F)F)c12 | 3.2 | -4.6 | 1.0 | -0.6 | 71.3* | 1.4 | 13.6 | -0.6 | -6.6 | -6.0
N/C(=N\OC(=O)CCc1ccccc1)c1ccccc1Cl | 0.0 | 3.9 | 0.0 | / | 106.2 | 4.0 | -1.2 | / | -28.7 | 2.7
O=C1NC(c2ccccc2)=C(c2nc3ccccc3s2)C(c2ccc(O)cc2)N1 (centres undefined) | 16.1 | -8.7 | -1.1 | / | 113.9 | 4.4 | 12.9 | -5.2 | -23.4 | -1.0
O=C(Nc1ccc(S(=O)(=O)Nc2nccs2)cc1)c1cc(-c2ccccc2Cl)nc2ccccc12 | 2.0 | -4.5 | 0.1 | -2.5 | 97.8 | 0.2 | -0.7 | -4.6 | -1.4 | 1.8
CC(C)n1cnc2cc(NCc3ccco3)ccc21 | -0.5 | -12.4 | 0.2 | 5.3 | 105.4 | -3.7 | 2.1 | 5.1 | 19.8 | -8.8
Cc1ccc(CNC(=O)c2cc(COc3c(F)cccc3F)on2)s1 | -1.6 | 7.7 | -0.5 | 0.3 | 103.1 | -0.5 | -11.7 | -0.5 | 2.5 | -1.8
O=C1c2ccccc2-c2c1c1ccccc1c(=O)n2-c1ccccc1 | 1.0 | -3.4 | / | -5.3 | 92.0 | -1.2 | 5.2 | 0.9 | 5.1 | /
CC(C)Sc1nnc(Cn2c(=O)sc3ccccc32)n1-c1ccccc1 | 5.5 | -3.3 | 1.4 | 1.2 | 108.0 | -0.9 | -5.1 | 0.1 | 4.4 | 3.7
CCOc1ccccc1OCCCC(=O)Nc1nc2ccccc2[nH]1 | -3.2 | 0.9 | -1.6 | -0.3 | 105.8 | -1.5 | -6.3 | -1.6 | 8.1 | 1.2
CCN(CC)S(=O)(=O)c1cccc(C(=O)N[C@H](C(=O)OCC(=O)Nc2ccccc2)C(C)C)c1 | -5.2 | 1.2 | 0.5 | 1.3 | 110.7 | 0.3 | 27.1 | -3.3 | -1.9 | -0.5
CSc1ncccc1C(=O)OCC(=O)c1ccc(S(=O)(=O)N2CCCCC2)cc1 | -0.7 | 1.7 | -2.9 | 1.6 | 111.8 | -1.5 | 17.2 | -4.0 | 8.1 | -1.3
COc1ccc(/C=N/n2c(-c3n[nH]c4c3CCC4)n[nH]c2=S)cc1 | 5.5 | -4.6 | -0.5 | -0.4 | / | 1.0 | 7.9 | 4.6 | -5.0 | -8.2
CCN(CC(=O)Nc1ccc(OC)cc1)C(=O)c1cc(S(=O)(=O)N(C)C)ccc1N1CCCC1 | -9.6 | -7.1 | 1.2 | 5.5 | 110.1 | 0.7 | 3.0 | 5.8 | -4.9 | 3.7
COc1cc(OC)cc(-c2nnc(SCc3cccc(C(=O)O)c3)o2)c1 | 5.1 | -7.9 | 0.4 | / | 94.7 | 0.1 | 6.5 | 2.2 | -0.5 | -5.5
COc1ncnc2c1N[C@@](C)(O)c1c(F)c(F)c(F)c(F)c1S2 | 0.5 | -6.8 | -2.1 | / | / | -2.9 | 2.9 | 3.5 | 12.2 | 0.5
CC(C)Cn1c(=O)c(CCC(=O)Nc2ccc(N3CCOCC3)cc2)nc2cc(Cl)ccc21 | -1.2 | -2.4 | -0.9 | 2.0 | 96.0 | -1.1 | 7.7 | 2.1 | 5.7 | 1.4
CCCc1cc(=O)[nH]c(SCC(=O)NCc2ccc3c(c2)OCO3)n1 | -2.9 | -7.0 | 0.3 | 20.8 | 98.4 | -1.6 | 6.0 | -2.1 | 9.8 | 0.9
CCCCOc1ccc(C(=O)N2CCC(C)CC2)cc1 | -3.1 | 4.0 | 0.3 | / | 122.0 | -2.0 | -4.5 | 2.2 | 11.1 | 3.9
CCN(CC)CC(=O)Nc1sc(C)cc1C(=O)c1ccc(C)cc1 | 6.2 | -6.3 | 3.9 | 1.8 | 115.8 | 1.3 | 7.2 | 1.4 | -6.5 | -7.6

(list continues)
SMILES | RTF Ca sens act | RTF Ca sens inh | LANA DNA inh | Wnt bcat act | DSG3 Ab inh | MOR-DOR ag | Arr AP2 block | V-ATPase pHluor | MOR-DOR inv ag | Keap1-Nrf2 PPI
CN1CCN(NC(=O)c2cccc(Br)c2)CC1 | -0.2 | -21.2 | 2.0 | -4.1 | 88.6 | 0.1 | 13.0 | -1.4 | -0.2 | -5.7
CCCCNC(=O)CSc1nnc(-c2cccc(S(=O)(=O)N3CCOCC3)c2)o1 | -4.8 | -5.2 | -2.7 | -1.1 | / | -2.7 | 7.1 | -3.4 | 10.0 | 0.5
O=c1c2ccccc2nc2n1C1(CCCCC1)Cc1ccccc1-2 | -0.1 | -2.6 | 0.8 | / | 88.9 | 5.4 | 4.7 | -5.6 | -29.7 | -5.7
O=C1[C@H]2[C@@H](/C=C/c3ccccc3)N3C(=O)CN(CCO)C(=O)[C@@]3(Cc3ccccc3)[C@H]2C(=O)N1c1ccccc1 | 2.2 | 4.9 | 2.7 | -7.9 | 101.0 | -1.6 | 9.2 | 2.1 | 9.5 | -3.3
Cc1ccc(N(CC(=O)Nc2ccccc2-c2ccccc2)S(=O)(=O)c2ccccc2)c(C)c1 | 2.6 | 12.0 | -2.0 | -9.2 | 105.9 | 2.7 | -4.5 | 1.0 | -19.8 | 2.9
Cc1ccc(CN2CC(=O)N3[C@H]4c5cc(C)ccc5OC[C@@H]4[C@H](c4ccccc4)[C@]3(C)C2=O)cc1 | -5.1 | 6.0 | 1.6 | -7.9 | 96.1 | 1.2 | -0.4 | -1.2 | -5.3 | 0.6
COc1ccccc1CNC(=O)C1CCCC1 | -5.6 | -2.2 | 0.7 | -0.2 | / | -1.9 | 8.7 | 1.9 | 11.9 | 1.7
COc1ccccc1-n1c(SCc2cc(=O)oc3cc(O)ccc23)nc2ccccc2c1=O | -2.8 | -3.0 | -0.5 | -1.9 | 98.2 | -0.2 | -12.6 | 2.3 | 1.3 | -1.9
CCCOc1ccc(C(=O)NNC(=S)NC(=O)c2ccco2)cc1 | 0.4 | -1.4 | 0.2 | -3.2 | 113.4 | -1.9 | -3.5 | -2.1 | 10.0 | -4.8
CC(=O)NC(CC(=O)Nc1cccc(S(=O)(=O)N2CCCCC2)c1)c1ccccc1 (centres undefined) | 8.1 | -11.3 | -1.2 | / | 107.3 | -0.7 | -2.0 | 2.7 | 3.9 | -0.1
CCCN(CC1CCCO1)C(=O)c1cc(COc2cccc(OC)c2)on1 (centres undefined) | 2.3 | -1.0 | 0.1 | -3.2 | 100.5 | -2.2 | 31.9 | -3.1 | 11.2 | -3.2
Cc1cc(NC(=O)Cn2nc(-c3ccccc3F)ccc2=O)ccc1-n1cnnn1 | -5.7 | -7.4 | 0.3 | / | 100.3 | -1.7 | -8.8 | -0.6 | 8.7 | 3.6
O=C1CC[C@@H](CN(Cc2ccccc2)Cc2cn[nH]c2-c2cc3ccccc3o2)N1 | -6.0 | -0.7 | -3.6 | -5.9 | 123.0 | -1.1 | 6.7 | 2.9 | 5.6 | -0.1
CCCCNC(=O)Cn1nc([N+](=O)[O-])c([N+](=O)[O-])c1C | 1.2 | 0.0 | 8.7 | -1.7 | 97.7 | 1.3 | 69.2* | -2.9 | -6.5 | 3.2
O=C(Nc1ccccc1)C1=C[C@H](c2ccc3c(c2)OCO3)C[C@H](OCCCCO)O1 | 16.7 | -8.6 | 0.1 | 10.2 | 101.6 | 0.3 | 3.5 | 2.6 | -1.5 | -7.4
CCOc1ccc(CCNC(=O)c2ccc3ccccc3n2)cc1OCC | -2.2 | -5.8 | 0.6 | 6.5 | 129.7 | -3.5 | -11.4 | 1.0 | 17.8 | 0.9
C[C@@H](CN1C2=NC[C@H](Cc3ccccc3)N2C[C@H]1Cc1ccc(O)cc1)NC(=O)CCC1CCCCC1 | 9.2 | -5.6 | 1.5 | -6.1 | 103.5 | -3.6 | -3.1 | 2.5 | 20.8 | -6.2
N#Cc1cccc(CN2CCC(=O)N([C@H](CO)c3ccccc3)CC2)c1 | -3.5 | 5.2 | 0.7 | -2.2 | 97.0 | -1.6 | 27.4 | -3.3 | 9.1 | 0.1
COc1cc(C(=O)Nn2cnnc2)ccc1OC(F)F | -1.4 | 1.6 | -1.2 | -1.5 | 98.2 | -0.9 | 54.0* | -3.1 | 4.2 | -4.4
COc1ccc([C@H]2/C=C\CN(S(C)(=O)=O)[C@@H](C)C(=O)N2Cc2ccc(F)cc2)cc1 | 2.9 | 0.3 | -4.8 | 0.1 | 101.6 | -3.3 | 1.6 | -2.1 | 18.4 | -4.9
O=C(CS(=O)(=O)c1ccccc1)Nc1nnc(-c2cccs2)o1 | -0.5 | -12.3 | -0.9 | 0.6 | 96.5 | -1.0 | -3.3 | 1.1 | 6.5 | -3.5
COc1ccc2ccccc2c1/C=N/NC(=O)c1cccc(Br)c1 | 10.0 | 3.7 | 0.5 | 0.6 | 101.9 | 1.7 | -4.4 | 2.1 | -8.6 | -4.9
CCOC12CC(C)(C)CC(C)(CC3=C1C(=O)CC(C)(C)C3)C2 (centres undefined) | 7.2 | 14.1 | 3.7 | -0.4 | 109.4 | 6.2 | 3.4 | -0.2 | -34.1 | -0.8

2 records drawn at random from the list so far:
SMILES | RTF Ca sens act | RTF Ca sens inh | LANA DNA inh | Wnt bcat act | DSG3 Ab inh | MOR-DOR ag | Arr AP2 block | V-ATPase pHluor | MOR-DOR inv ag | Keap1-Nrf2 PPI
COc1ccc2ccccc2c1/C=N/NC(=O)c1cccc(Br)c1 | 10.0 | 3.7 | 0.5 | 0.6 | 101.9 | 1.7 | -4.4 | 2.1 | -8.6 | -4.9
CCCN(CC1CCCO1)C(=O)c1cc(COc2cccc(OC)c2)on1 (centres undefined) | 2.3 | -1.0 | 0.1 | -3.2 | 100.5 | -2.2 | 31.9 | -3.1 | 11.2 | -3.2
